Source: PubChem (The Scripps Research Institute Molecular Screening Center)
MITF inh – inhibitors of human MITF; O75030; AlphaScreen MITF homodimerization, bead proximity signal; inhibition, % at 2.6 µM; 650,000 compounds, 0.91% hits; AID 1259374; in the data active means inhibition above about 50%;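 further: 0% = vehicle wells with protein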
Target sequence (O75030 whole entry, looked up): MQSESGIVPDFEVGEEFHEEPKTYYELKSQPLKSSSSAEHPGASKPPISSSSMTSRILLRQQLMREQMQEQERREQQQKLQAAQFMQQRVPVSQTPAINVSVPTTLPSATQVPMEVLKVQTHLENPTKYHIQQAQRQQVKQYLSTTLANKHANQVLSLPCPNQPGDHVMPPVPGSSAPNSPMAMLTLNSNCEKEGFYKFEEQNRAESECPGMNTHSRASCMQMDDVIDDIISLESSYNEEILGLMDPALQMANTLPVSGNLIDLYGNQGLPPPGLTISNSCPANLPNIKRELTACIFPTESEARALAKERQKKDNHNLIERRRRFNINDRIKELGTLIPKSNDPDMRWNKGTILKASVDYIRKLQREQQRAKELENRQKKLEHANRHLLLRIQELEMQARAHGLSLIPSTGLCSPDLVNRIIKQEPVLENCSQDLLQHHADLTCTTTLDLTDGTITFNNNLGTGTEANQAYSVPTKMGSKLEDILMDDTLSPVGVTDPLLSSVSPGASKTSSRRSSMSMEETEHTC
GPR151 ag – activators of human GPR151; activation, % at 11.2 µM; 650,000 compounds, 1% hits; Q8TDV0; PathHunter beta-arrestin GPR151 cells, luminescence; in the data active means activation above about 4.9%;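 further: 0% = median of compound wells and 100% = cells with positive control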
Target sequence (Q8TDV0 whole entry, looked up): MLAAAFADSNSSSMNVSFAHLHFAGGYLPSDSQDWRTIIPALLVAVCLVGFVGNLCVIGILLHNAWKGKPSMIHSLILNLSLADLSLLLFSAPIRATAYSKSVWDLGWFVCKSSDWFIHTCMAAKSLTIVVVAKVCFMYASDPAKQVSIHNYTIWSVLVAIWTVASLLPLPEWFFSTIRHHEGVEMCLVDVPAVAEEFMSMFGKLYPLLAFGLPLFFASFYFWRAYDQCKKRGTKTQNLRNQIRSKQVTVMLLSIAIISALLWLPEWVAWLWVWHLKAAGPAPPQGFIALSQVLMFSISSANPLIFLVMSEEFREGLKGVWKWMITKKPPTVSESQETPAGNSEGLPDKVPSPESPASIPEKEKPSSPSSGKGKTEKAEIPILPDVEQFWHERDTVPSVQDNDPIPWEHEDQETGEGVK
FBW7 activator – human FBW7 E3 ligase activation, primary screen | Q969H0 | AlphaScreen FBW7–phospho-cyclin E peptide binding, activator screen | normalized activity (activation), % at 26.1 µM | 650,000 compounds, 0.13% hits | AID 1259310; in the data active means normalized activity above about 1.9%;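 further: purified mutant Fbw7 with reduced substrate affinity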
TEAD-YAP block – TEAD-YAP interaction inhibition | HEK-TIYL cells, TEAD-Gal4/YAP UAS-luciferase luminescence | 640,000 compounds, 1.4% hits | inhibition, % at 9.12 µM | AID 1259422; in the data active means inhibition above about 32%;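 further: 0% = median of test compound wells and 100% = reference inhibitor wells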
* = called active by the depositor; / = no result given; & = joins results of further samples.

SMILES	MITF inh	GPR151 ag	FBW7 activator	TEAD-YAP block
COc1ccc(C2CC(=O)C3=C(C2)OC(N)=C(C#N)C3c2ccc(Cl)cc2)cc1OC (stereo not given)	1	0.9	0.0	3
Cc1ccc(S(=O)(=O)c2ccc(Cl)cc2)cc1S(=O)(=O)Nc1ccc(Br)cc1	1	1.9	-0.1	7
COCCn1nnnc1C(C(C)C)N1CCCC(C)C1 (stereo not given)	2	1.9	-0.1	-2
Brc1ccccc1-c1nnc(COc2ncnc3ccccc23)o1	-11	1.3	0.1	0
O=C(CN1C(=O)N/C(=C\c2ccc(N3CCCCC3)cc2)C1=O)Nc1ccccc1	23	-1.3	0.1	-32
COc1ccc(/C(C)=N\N=C2\NC(=O)CC(C(=O)Nc3ccccc3OC)S2)cc1F (stereo not given)	1	-0.3	-0.2	11
COc1ccc(-n2nc(C(=O)NCC(=O)NCCCN3CCN(C)CC3)c3ccccc3c2=O)cc1	8	1.4	0.0	3
Cc1ccc2nc(-c3ccc(C)c(NC(=O)Cc4ccccc4)c3)oc2c1	2	0.5	0.0	-8
CC1CCN(C(=O)Cn2nnc3ccccc3c2=O)CC1	21	-1.0	0.2	-33
CCNc1oc(COc2ccccc2F)nc1C#N	5	3.0	-0.1	-32
COC(=O)c1cccc(NC(=O)C(C)Oc2ccc3c(C)cc(=O)oc3c2)c1 (stereo not given)	-3	-1.9	0.2	-6
CC12CCC(C(=O)Nc3ccc(F)c(F)c3)(CC1=O)C2(C)C (stereo not given)	-28	8.8*	0.0	13

Some of the entries above, reformatted.
The line under a structure holds: MITF inh | GPR151 ag | FBW7 activator | TEAD-YAP block
CCNc1oc(COc2ccccc2F)nc1C#N
    5 | 3.0 | -0.1 | -32
COC(=O)c1cccc(NC(=O)C(C)Oc2ccc3c(C)cc(=O)oc3c2)c1 (stereo not given)
    -3 | -1.9 | 0.2 | -6

The listing continues:
SMILES	MITF inh	GPR151 ag	FBW7 activator	TEAD-YAP block
CCOC(=O)CC1C(C(=O)OCC)=[N+]([O-])OC1C(=O)OCC (stereo not given)	64*	0.5	0.0	0
CC1C(c2ccccc2)N(C)CCC12NC(=O)NC2=O (stereo not given)	11	-0.5	0.3	2
CCC(C)NC(=O)CSc1nnc(-c2ccncc2)n1-c1ccc(Cl)cc1 (stereo not given)	-2	1.7	0.0	-1
CCN1CCN(Cc2c(OC)ccc3ccccc23)CC1	0	-0.5	0.1	-1
Cc1ccc(C(=O)Nc2nc(-c3ccccc3)cs2)cc1[N+](=O)[O-]	3	-1.1	0.2	-7
CCCc1cc(C(=O)O)n(C)n1	-14	0.3	-0.1	-2
COc1ccccc1C1(NC(=O)CCn2ncc3ccccc32)CCCC1	-9	1.0	-0.1	0
CCCCOc1ccc(/C=C2N=C(/C=C/c3ccccc3)OC/2=O)cc1	-5	0.5	-0.2	1
c1ccc(CNc2nc(Nc3ccccc3)nc3c2ncn3-c2ccccc2)cc1	6	0.6	0.3	9
CC1(CCc2ccccc2)NC(=O)N(CC(=O)Nc2ccc3c(c2)OCCO3)C1=O (stereo not given)	-5	1.2	0.2	2
Cc1cc(=O)[nH]c(SCc2ccc(C(=O)Nc3ccc([N+](=O)[O-])cc3)cc2)n1	-14	-0.7	-0.2	-6
COc1ccc(C)cc1-n1nnnc1SCc1nc2sc(C(C)=O)c(C)c2c(=O)[nH]1	13	-0.1	0.1	11
O=C1NC(=Nc2ccccc2)S/C1=C/c1cccc(OCc2ccccc2Cl)c1	-2	4.8	-0.1	8
COc1ccc(S(=O)(=O)Oc2ccc(C(=S)N3CCC(O)CC3)cc2)cc1	16	1.9	0.6	11
Cc1cc(OC(=O)c2ccccc2F)c(C(C)C)cc1NC1=NS(=O)(=O)c2ccccc21	-15	0.2	0.0	-3
CCCCC[C@H](O)/C=C/[C@@H]1[C@@H](CC(=O)CCCCC(=O)O)[C@@H](O)C[C@H]1O	-5	0.9	/	/
Cc1noc(C)c1S(=O)(=O)NCc1ccc2c(c1)OCO2	16	-1.3	0.6	1
Cn1c(=O)c2c(nc(Br)n2Cc2ccc(F)cc2)n(C)c1=O	3	0.2	0.0	10
Cn1c(=NC(=O)c2ccccc2S(C)(=O)=O)sc2cc([N+](=O)[O-])ccc21	8	-0.5	0.1	-3
COc1ccc(-n2c(Cc3cc(=O)[nH]c(=O)[nH]3)nnc2SC(C)C)cc1	3	2.9	0.1	0
O=C(CCCc1ccccc1)Nc1ccc([N+](=O)[O-])cc1	8	-1.2	0.1	-61
Cc1cc(S(=O)(=O)N2CCCC2)c(C)c(C)c1C	1	1.5	-0.1	-4
CCC(Cc1ccccc1)NC(=O)C1CCCN(c2nnc(-n3cccc3)s2)C1 (stereo not given)	5	0.1	0.5	5
CC(=O)Nc1nnc(SCC(=O)N2CCN(c3ccc(Cl)cc3)CC2)s1	-1	-0.9	0.1	8
C=CCc1ccccc1OCC(O)CN1CCC(C)CC1 (stereo not given)	6	-0.4	0.0	13
CC[C@H](NC(=O)c1ccccc1Oc1nc(OC)cc(OC)n1)C(=O)OC	0	-0.6	0.0	15
N[C@@H](CS(=O)O)C(=O)O	0&14	0.2&0.1	0.1&0.0	-1
COc1ccc(C2NC(=S)NC(C)=C2C(=O)OC(C)C)cc1OC (stereo not given)	9	-0.5	0.0	5
O=C(CN1N=C(c2ccc(Cl)cc2)CCC1=O)NCCC1=CCCCC1	4	2.4	0.0	7
O=C1c2ccccc2C(=O)C1(CO)c1ccc(OC(F)F)cc1	4	1.8	-0.1	-20
Cc1nn(C(C)(C)C)c(OC(=O)COc2ccccc2)c1Sc1ccccc1	10	1.7	-0.4	12
O=S(=O)(c1ccc(Cl)cc1)c1nc(N2CCOCC2)sc1Cl	-11	2.7	0.0	8
CCN(CC)S(=O)(=O)c1ccc2[nH]c3nc(SCC(=O)NCCc4ccc(S(N)(=O)=O)cc4)nnc3c2c1	20	0.4	0.3	2
CN1CCN(Cc2c(O)ccc3c(-c4ccccc4)cc(=O)oc23)CC1	-2	0.0	0.0	10
O=C(O)c1ccc(NC2=C(N3CCCCC3)C(=O)c3ccccc3C2=O)cc1	17	-1.4	-0.1	-1
CN(C(=S)NC(=O)C1(C)CC1(Cl)Cl)c1ccccc1 (stereo not given)	51*	-0.6	0.0	-3

Ordered by length of the SMILES (lowest first): part of the list above
SMILES	MITF inh	GPR151 ag	FBW7 activator	TEAD-YAP block
C=CCc1ccccc1OCC(O)CN1CCC(C)CC1 (stereo not given)	6	-0.4	0.0	13
COc1ccc(C2NC(=S)NC(C)=C2C(=O)OC(C)C)cc1OC (stereo not given)	9	-0.5	0.0	5
O=C(CN1N=C(c2ccc(Cl)cc2)CCC1=O)NCCC1=CCCCC1	4	2.4	0.0	7
CN1CCN(Cc2c(O)ccc3c(-c4ccccc4)cc(=O)oc23)CC1	-2	0.0	0.0	10
Cc1nn(C(C)(C)C)c(OC(=O)COc2ccccc2)c1Sc1ccccc1	10	1.7	-0.4	12

Carrying on.
SMILES	MITF inh	GPR151 ag	FBW7 activator	TEAD-YAP block
COc1ccc(/C=C/C(=O)OCC(=O)c2ccccc2)cc1S(=O)(=O)N1CCCCC1	-3	-1.2	-0.1	-6
Cc1cc(C)n(C(=O)CSc2nc(-c3ccccc3)cc(C(F)(F)F)c2C#N)n1	-3	0.3	0.1	-8
CCOC(=O)Oc1cc2c(C(=O)OCC)c(C)oc2cc1Br	0	2.5	0.1	4
CC1(C)Cc2cccc(OCC(=O)NCCc3ccc(Cl)cc3)c2O1	6	-0.9	0.9	-1
O=C(c1ccc(F)cc1)N1CCN(c2ccc(Nc3cccnc3)nn2)CC1	-2	0.1	-0.3	0
COCc1c(C(=O)N/N=C\c2cccnc2)nnn1-c1nonc1N	0	0.5	-0.1	1
C(=N\NC1=NCCCCC1)/C1=C(N2CCOCC2)C(=C/c2ccccc2)/CC1	4	0.1	-0.2	15
COc1ccc(/C=C2\N=C(c3c(-c4ccccc4)noc3C)OC2=O)cc1OC	15	-2.1	0.1	6
Cc1cccc(OCC(=O)Oc2ccc(Cl)cc2NC2=NS(=O)(=O)c3ccccc32)c1	0	-0.6	-0.1	3
Nn1c(CSCc2ccccc2)nnc1CSCc1ccccc1	1	-0.8	-0.2	-22
O=C(Nc1cc(Br)ccc1O)c1cnn2c(C(F)F)cc(C3CC3)nc12	18	1.0	0.2	-12
COc1cc(OC)cc(-c2nc3ccccc3c(=O)n2NC(=O)C2CCC(C(C)(C)C)CC2)c1 (stereo not given)	7	0.0	0.0	7
Cc1ccc(NC(=O)c2ccccc2Br)nc1	3	-3.4	0.6	-49
CC(=O)c1c(C)[nH]c(C(=O)COC(=O)c2c(C)nn(-c3ccccc3)c2C)c1C	22	2.6	0.2	49*
CC(C)Oc1c(Cl)cc(CN)cc1Cl	-17	-0.6	-0.9	6
O=C(CCS(=O)(=O)Cc1ccccc1)N1CCc2ccccc2C1	8	1.3	0.0	4
CCCn1cnc2cc(NCc3ccco3)ccc21	-1	1.8	-0.1	-27
CCN(CC)S(=O)(=O)c1cccc(NS(=O)(=O)c2cccs2)c1	-19	0.4	-0.1	1
CSc1nc2ccccc2c(=O)n1CC1COc2ccccc2O1 (stereo not given)	16	-1.1	0.5	-13
CC(=O)N1CCC(N(CCC(C)C)C(=S)Nc2cccc(C)c2)CC1	7	0.9	0.1	3
CCCOc1ccc(C2/C(=C(/O)c3ccc(S(=O)(=O)N(C)C)cc3)C(=O)C(=O)N2CCCN2CCOCC2)cc1 (stereo not given)	7	0.0	-0.1	-12
O=C(Cc1cn(-c2ccc(NC3CCC(O)CC3)nn2)c2ccccc12)NCc1ccccc1 (stereo not given)	11	2.7	-0.2	-1
COc1cc(OC)cc(-n2nc(C(=O)N3CCN(Cc4ccc5c(c4)OCO5)CC3)c3ccccc3c2=O)c1	11	0.7	0.1	25
N#C/C(C(=O)Oc1ccccc1)=C1/C=CC=CN1	-7	-2.9	-0.1	-44
FC(F)(F)C1=CC(c2cccs2)=NCCN1	14	-0.8	0.1	-3
COc1ccc2nc(NCCCNC(=O)Nc3ccc(Cl)cc3)c(C#N)cc2c1	7	1.0	0.2	6
Cc1cc(NCCO)nc(N2CCOCC2)n1	-8&11	0.7&-0.9	0.0&0.4	0&-7
Cc1ccc2nc(SCc3cn4ccccc4n3)[nH]c2c1	-1	2.0	0.0	-48
Nc1ncc(-c2ccco2)nc1NCc1cccnc1	29	1.3	0.8	-3
O=C1c2ccccc2C(=O)c2c1oc1c3c(ccc21)OCN(CCCN1CCOCC1)C3	22	-1.1	-0.4	81*
COc1ccc(CCNC(CC(=O)Nc2cccc(Cl)c2)C(=O)O)cc1OC (stereo not given)	4	1.4	0.0	5
COc1ccccc1N1C(=O)C(Cl)=C(Nc2cccc(C(F)(F)F)c2)C1=O	19	-0.2	0.1	23
COc1cccc(C2CC(c3ccc(Br)cc3)=NN2C(=O)CSc2nnc(CNC(=O)c3ccccc3)n2C)c1OC (stereo not given)	10	0.4	-0.1	13
COn1c2c(c3c4no[n+]([O-])c4c(Br)cc31)CCCC2	11	-0.6	0.3	6
COc1ccccc1/C=C/C=C(\C#N)C(=O)NC(C)c1ccccc1 (stereo not given)	10	-1.3	0.1	0
OCCN1CCOCCN(CCO)CCN(CCO)CC1	20	-1.1	0.0	-1
COC(=O)c1ccc(-n2ncnc2-c2cccc(Br)c2)cc1	1	-0.6	0.0	7
COc1cc(Cl)c(C)cc1NC(=O)c1cn(-c2ccc(Cl)cc2)c(=O)c2ccccc12	5	-0.2	-0.2	-7
Cn1ccnc1SCC(=O)Nc1ccc(N2CCOCC2)cc1	15	3.4	0.4	8
CCN(C(=O)NCc1noc2ccccc12)c1cccc(Cl)c1	-1	-0.2	0.0	-10
O=C(O)CCCC[C@H]1SC[C@H]2NC(=O)N[C@H]21	117*	1.4	-0.5	-12
Cc1cc2c(c(=O)n1Cc1cccnc1)C(c1ccc(F)cc1)C(C#N)=C(N)O2 (stereo not given)	10	-0.7	0.7	2
COc1cc(C(=O)NCCNC(C)=O)ccc1OC(F)F	3	1.1	0.0	5
O=C(CN1C(=O)S/C(=C/c2ccccc2)C1=O)Nc1ccc(O)cc1	3	0.1	0.0	3
C/C(=N\NC(N)=S)C1=CC(C)(C)CCC1	-7&-4	0.4&0.7	-0.2&-0.1	4&7
CCc1ccc2cc(-c3ccccc3)cn2c1	5	0.2	0.1	-31
COc1ccc2oc(-c3ccc(C)c(NC(=O)c4ccc([N+](=O)[O-])o4)c3)nc2c1	5	-1.4	-0.3	-11
CS(=O)(=O)c1ccc(C(=O)OCC(=O)NC(=O)C2CCCCC2)cc1[N+](=O)[O-]	-13	-1.3	-0.1	-1

2 entries from above, in markdown.
| canonical_smiles | MITF inh | GPR151 ag | FBW7 activator | TEAD-YAP block |
| --- | --- | --- | --- | --- |
| Cc1cc2c(c(=O)n1Cc1cccnc1)C(c1ccc(F)cc1)C(C#N)=C(N)O2 (stereo not given) | 10 | -0.7 | 0.7 | 2 |
| COc1cc(C(=O)NCCNC(C)=O)ccc1OC(F)F | 3 | 1.1 | 0.0 | 5 |

Following part.
SMILES	MITF inh	GPR151 ag	FBW7 activator	TEAD-YAP block
COc1cc(NC(=O)[C@H]2Cc3ccccc3C(=O)N2)ccc1-c1cn[nH]c1	16	-0.4	0.3	7
C[C@@H](O)[C@@H]1NC(=O)[C@@H]2C[C@H](NC(=O)c3ccc4ccccc4c3)CN2C1=O	-3	2.2	-0.2	1
N#Cc1cccc(N=c2oc3ccccc3cc2C(N)=O)c1	-2	-1.4	0.0	-1
Cc1sc2ncnc(Oc3ccc(-n4ccnc4)cc3)c2c1C	13	-0.2	-0.1	-11
Cc1cccc(C)c1N(CC(=O)NCc1ccco1)S(C)(=O)=O	16	-0.5	0.6	-4
CCOC(=O)c1sc(NC(C)=O)c(C#N)c1C	-1&1	-1.0&-1.1	-0.1&-0.1	-6&9

An unsorted share of the library; 3.5% or so of the library scored in one or more.
